Assay outcomes from PubChem BioAssay.
PNC inhibitor – inhibitors of perinucleolar compartment assembly. PC3M PTB-GFP, PNC prevalence imaging, 16 h; hits give low values. activity change (PNC), negative = inhibition, % at 10 µM. 3.1% of 140,000 active;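 active = readout at or below -70, meaning at least 70% loss of cells showing the perinucleolar compartment, a nuclear body marking cancer cells; inconclusive = readout between -30 and a set limit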;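 note: plate controls were DMSO wells for no effect and camptothecin positive control wells for full effect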
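Compounds are pinned in duplicate onto adhered PC3M cells stably expressing GFP-tagged PTB and incubated 16 h at 37 C. Cells are then fixed, nuclei stained with Hoechst, and PNC-positive cells counted.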
IMPase inh – membrane-permeable compound that blocks inositol monophosphatase. inhibition (IP1 accumulation), % at 46.1 µM. 120,000 tested, under 10 active. P97697. CHO-M1 cells, IP1 accumulation, HTRF TR-FRET ratio. AID 901; active = well fitted curve in the direction sought with a large enough effect in the signal ratio, not every such curve was filed as active; inconclusive = small, poorly fitted or top-dose-only effect, or a change in a side signal; inactive = no such curve, though single readings can be large or run the other way; the % refers to the signal ratio;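 note: cells stimulated with carbachol in lithium chloride buffer; plate controls were DMSO basal wells for no effect and reference inhibitor wells for full effect; higher means more IMPase inhibition seen as more IP1 and lower FRET ratio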
Target sequence (P97697 whole entry, looked up): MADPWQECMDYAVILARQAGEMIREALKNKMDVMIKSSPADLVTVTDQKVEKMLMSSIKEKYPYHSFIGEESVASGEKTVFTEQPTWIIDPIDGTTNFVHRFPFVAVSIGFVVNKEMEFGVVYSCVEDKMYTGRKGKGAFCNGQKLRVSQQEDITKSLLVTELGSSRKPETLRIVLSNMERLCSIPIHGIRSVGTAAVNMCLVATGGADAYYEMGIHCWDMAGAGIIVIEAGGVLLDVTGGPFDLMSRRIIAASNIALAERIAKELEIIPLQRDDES
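Cellular IMPase inhibition is scored as a rise in cytosolic IP1, detected by competitive TR-FRET between d2-labelled IP1 and a europium anti-IP1 antibody. M1-expressing CHO cells were stimulated with carbachol for 30 min at 37C, with lithium (50 mM LiCl) present in the buffer.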
ALOX12 inhib – inhibitors of human 12-lipoxygenase (ALOX12); P18054; purified 12-hLO, xylenol orange hydroperoxide absorbance; Potency, µM (doses to about 57.1 µM), for the others: top-dose activity change, negative = inhibition, usual class: inhibitors; 0.12% of 150,000 active; AID 1452; note: potency is the fitted concentration of half-maximal effect; nearly all actives have a fitted effect of over 55% in size; many of its hits are not listed in these tables
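150 nM 12hLO, 25 mM Hepes pH 7.0 + 0.01% Triton X-100; cpd preinc 15 min RT; 40 uM arachidonic acid, 30 min RT; Fe-XO 30 min; A573/A405 ratio as read-out.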
ALOX15B inhib – blocks human 15-lipoxygenase 2 activity | O15296 | purified 15hLO-2, xylenol orange hydroperoxide absorbance | Potency, µM (top dose mostly 57.1 µM), for inactives: at the highest dose activity change, negative = inhibition, actives largely listed as inhibitors | 0.56% of 110,000 active | AID 881; note: potency is the fitted concentration of half-maximal effect; nearly all actives have a fitted effect of over 60% in size; many of its hits are not listed in these tables
Target sequence (O15296 whole entry, looked up): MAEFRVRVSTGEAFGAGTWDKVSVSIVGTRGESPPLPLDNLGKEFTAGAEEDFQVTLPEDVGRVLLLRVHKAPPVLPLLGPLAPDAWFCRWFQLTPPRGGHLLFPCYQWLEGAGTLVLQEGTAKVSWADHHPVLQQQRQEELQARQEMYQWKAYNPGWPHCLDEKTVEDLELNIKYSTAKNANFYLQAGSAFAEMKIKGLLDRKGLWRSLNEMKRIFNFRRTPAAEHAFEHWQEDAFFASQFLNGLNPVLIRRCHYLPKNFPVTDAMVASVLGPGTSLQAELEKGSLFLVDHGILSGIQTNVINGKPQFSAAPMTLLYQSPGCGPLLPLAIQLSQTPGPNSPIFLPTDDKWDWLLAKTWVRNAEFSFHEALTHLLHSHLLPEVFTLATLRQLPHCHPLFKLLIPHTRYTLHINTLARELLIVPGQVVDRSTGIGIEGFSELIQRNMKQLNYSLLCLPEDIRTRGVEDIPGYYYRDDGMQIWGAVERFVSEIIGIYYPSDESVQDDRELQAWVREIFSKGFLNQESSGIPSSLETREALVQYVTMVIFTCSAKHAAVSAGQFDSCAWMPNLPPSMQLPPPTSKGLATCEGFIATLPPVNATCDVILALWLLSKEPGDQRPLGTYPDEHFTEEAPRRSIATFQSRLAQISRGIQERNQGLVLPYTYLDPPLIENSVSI
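Read-out: hydroperoxide product oxidises ferrous iron, measured as xylenol orange complex via the 573-to-405 nm absorbance ratio after 30 min. Reaction: 50 nM enzyme, 15 min compound preincubation, 45 uM arachidonic acid, 90 min RT, Hepes pH 7.5 with Triton X-100.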
* hit, by the source's call; ? = inconclusive; . = not tested or not shown; & = joins results of further samples; [ ] = remark or other dose. Unless noted, calls come from the whole dose curve; as a rule, active = well fitted curve in the direction sought with a large enough effect; inconclusive = small, poorly fitted or top-dose-only effect, or another doubt; inactive = no such curve, though single readings can be large; an effect the other way counts as inactive or inconclusive. Unless noted, % is set by controls: 0 for no effect and ±100 for the full control effect. Only part of the results is shown, so the mix of outcomes need not match the whole.

SMILES | PNC inhibitor | IMPase inh | ALOX12 inhib | ALOX15B inhib
Nc1nc(NC(=O)c2ccco2)nn1-c1ccccc1 | -90* | -4 | -4% | 5%
CCOC(=O)Nc1ccc2c(c1)N(C(=O)CCN1CCOCC1)c1ccccc1S2=O (stereo not drawn) | 44 | 14 | 2% | -8%
NC(=O)Cc1cn(-c2ncc(C(F)(F)F)cc2Cl)c2ccccc12 | -23 | ? | 2% | -2%
Cc1ccc(NC(=O)Nc2cccs2)nc1 | 30 | -3 | 2% | -4%
CN(C1CCCCC1)S(=O)(=O)c1ccc(NC(=O)c2ccc(Br)o2)cc1 | -27 | -2 | 0% | 3%
COc1ccc(/C=N/Nc2nnc(Cc3ccc(OC)c(OC)c3)c(=O)[nH]2)cc1OC | 4 | . | -2% | .
Nc1nc(SCC(=O)Nc2c(Br)cc([N+](=O)[O-])cc2Br)n[nH]1 | -13 | . | 0% | .
COc1cc(C2NC(=O)C(C#N)=C(S)N2c2ccc(C)cc2)ccc1OC(C)C (stereo not drawn) | ? | 6 | ? | -18%
CCCCOC(=O)Oc1ccc2c(=O)c(Oc3cc(C)cc(C)c3)coc2c1 | ? | . | 0% | .
COc1ccc(CCNC(=O)c2cc3c(=O)n4cccc(C)c4nc3n(Cc3ccncc3)c2=N)cc1 | -3 | -9 | 2% | 4%
CCN(CC(=O)c1c(N)n(C)c(=O)n(C)c1=O)c1cccc2ccccc12 | -25 | . | -2% | .
CCCCCOC(=O)CSc1nnc(-c2ccccc2)c(=O)[nH]1 | 3 | -6 | -3% | -1%
O=C(NCCc1ccccn1)c1cc(-c2ccc(Cl)c(Cl)c2Cl)nc2ccccc12 | ? | 2 | 3% | .
O=C(CSc1nccn1-c1ccc(Cl)cc1)N1CCCc2ccccc21 | -6 | -8 | -7% | .
CC(=O)Nc1ccc(NC(=O)C(C)OC(=O)CN(C)S(=O)(=O)c2ccc(Cl)cc2)cc1 (stereo not drawn) | -113* | -2 | 0% | 4%
O=C(c1cc2ncc(Br)cn2n1)N1CCN(C(=O)c2ccco2)CC1 | -15 | 4 | -6% | -6%
CC(Oc1ccc(Cl)cc1Cl)C(=O)N/N=C1\CCCc2ccccc21 (stereo not drawn) | -13 | -5 | 6% | 4%
CCOC(=O)C1CN(S(=O)(=O)c2ccccc2)CCN1S(=O)(=O)c1ccccc1 (stereo not drawn) | 20 | 13 | -2% | 5%
O=C(CN1C(=O)COc2ccccc21)N1CCCc2ccccc21 | -7 | 16 | -1% | 0%
Cc1ccc(S(C)(=O)=O)cc1S(=O)(=O)Nc1cccc(Cl)c1 | -112* | . | 3% | .
Nc1ccc(O)c(C(=O)O)c1 | . | 20[20.6 µM] | -10% | 12%
c1c(C2CCCCC2)n[nH]c1CN1CCCCC1 | 15 | -6 | 4% | 34%[activator]
O=C(Nc1c(F)cc(F)cc1Br)C1CCCO1 (stereo not drawn) | -17 | 1 | 1% | 1%
O=S(=O)(NCCc1ccccc1)c1ccccc1 | -21 | 5 | -1% | .
CCC(=O)N1c2ccccc2NC2=C(C(=O)CCC2)C1c1cccnc1 (stereo not drawn) | 14 | -3 | 1% | -1%
Other entries
SMILES | PNC inhibitor | IMPase inh | ALOX12 inhib | ALOX15B inhib
COc1ccccc1NS(=O)(=O)c1ccc(Cl)c(NC(=S)NC(=O)C2CCCC2)c1 | ? | . | -30% | .
COC(=O)C1=C(C)N=C2SC(C)C(=O)N2C1c1cccs1 (stereo not drawn) | 11 | 7 | 2% | -8%
Cc1ccc(CN2CCN(/N=C/c3ccco3)CC2)c(C)c1 | 5 | 5 | -4% | .
COC(=O)Nc1sc2nc(C)cc(C)c2c1-n1cccc1 | -7 | 2 | -1% | -1%
O=C(NCCc1c[nH]c2ccccc12)c1ccc(-n2cnnn2)cc1 | 33 | 5 | 0% | -4%
Cc1c(Br)c([N+](=O)[O-])nn1CCCC(=O)Nc1sc2c(c1C#N)CCC2 | ? | . | 1% | .
Cc1cc(SCC(=O)c2cc(C)n(C)c2C)nc2ccccc12 | ? | . | 1% | .
CC1=C(C(=O)OCC2CCCO2)C(c2ccc(C)o2)C2=C(CC(c3ccc(F)cc3)CC2=O)N1 (stereo not drawn) | 8 | 10 | -2% | 16%[2.29 µM]
Cc1nccn1S(=O)(=O)c1ccc(Br)cc1Br | -14 | 2 | -7% | 2%
Oc1ccc2ccccc2c1C1Nc2cccc3cccc(c23)N1 | -6 | 12 | -19% | ?
COc1ccc(-c2[nH]nc3c2C(c2ccncc2)C(C#N)=C(N)O3)cc1 (stereo not drawn) | ? | -4 | 0% | 7%[2.29 µM]
Nc1nnc(-c2cn(-c3ccccc3)nc2-c2ccccc2)o1 | ? | -6 | -3% | 13%[2.29 µM]
Cn1c(N2CCCCC2)cc(=O)n(C)c1=O | 28 | 5 | -1% | -2%
CSc1nc(NC(C)(C)C)nc(N2CCOCC2)n1 | 242 | 3 | -2% | .
COC(=O)c1c(C)nn(-c2ccccc2)c1N | 6 | . | 2% | .
Cc1ccccc1N1C(=O)c2cc(S(N)(=O)=O)c(Cl)cc2NC1C (stereo not drawn) | . | 0 | -3%&1% | 5%&4%
CC(C)CC(NC(=O)c1cccs1)c1nnc(SCc2ccc(Cl)c(Cl)c2)n1C (stereo not drawn) | -13 | 2 | -8% | .
O=C(COc1ccc2ccccc2c1)NCCn1ccc2ccccc21 | 10 | 5 | -2% | -9%
N#Cc1c(-c2ccccc2)c(-c2ccccc2)n(Cc2ccco2)c1NC(=O)c1cccs1 | ? | 7 | -12% | -14%
N#Cc1cc(-c2ccc(Cl)cc2)cn(Cc2c(Cl)cccc2Cl)c1=O | 63 | -8 | 4% | -9%
CC(CCc1ccco1)NC(=O)c1cc2c(-c3ccccc3F)nn(C)c2s1 (stereo not drawn) | -22 | 2 | -17% | 14%
CN(C)c1oc(-c2ccccc2Cl)nc1P(=O)(c1ccccc1)c1ccccc1 | 2 | 5 | -1% | 1%
Cc1cc(C)c(C2C3=C(Nc4c2c(C)nn4-c2ccccn2)c2ccccc2C3=O)c(C)c1 (stereo not drawn) | -29 | . | 5% | .
O=C(COc1ccc(Cl)cc1)Nc1ccc(Cc2ccncc2)cc1 | ? | . | 0% | .
CCOC(=O)c1ccc(N2C(=O)CC(N(Cc3ccc4c(c3)OCO4)C(=O)Nc3ccccc3)C2=O)cc1 (stereo not drawn) | -5 | 8 | -3% | -5%
New compounds follow
SMILES | PNC inhibitor | IMPase inh | ALOX12 inhib | ALOX15B inhib
CCN(C(=O)CSc1nnnn1-c1cc(C)ccc1OC)C1CCS(=O)(=O)C1 (stereo not drawn) | 21 | -3 | -6% | 8%
Cc1ccccc1OCC(=O)Nc1ccc2c(c1)COC2=O | -15 | 14 | 1% | 12%
O=C1C2C3C=CC([C@@H]2C(=O)N1Cc1cccnc1)C31CC1 (stereo partly drawn) | 71 | -2 | 1% | 6%
COc1ccc(O)c(C(=O)c2cnc3onc(C)c3c2)c1 | 7 | -3 | -6% | -19%
COc1cccc(OC)c1OCc1cc(C2C3CCCC=C3C(C#N)=C(N)C2(C#N)C#N)c(C)cc1C (stereo not drawn) | -17 | 9 | -6% | .
NS(=O)(=O)c1nc(S(=O)(=O)O)c2[nH]cnc2n1 | . | . | -3%[11.4 µM] | 2%[11.4 µM]
CCCC(=O)NCc1nc2ccccc2n1C | 8 | 1 | 2% | -6%
Cn1c(=O)c2c(nc(NCc3cccnc3)n2Cc2cccc(C(F)(F)F)c2)n(C)c1=O | 1 | 3 | -2% | -2%
COc1cc(C2C3C(=O)N(c4ccccc4)C(=O)C3ON2c2ccccc2)ccc1O (stereo not drawn) | 10 | 2 | -7% | 0%
CC1(C)CC(CC(=O)O)(c2ccc(F)cc2)CCO1 (stereo not drawn) | -1 | -10 | 6% | 3%
CN=C1NN=C(c2cc(C)n(-c3c(C)n(C)n(-c4ccccc4)c3=O)c2C)CS1 | 6 | . | 0% | .
CCOC(=O)c1c(N)sc(C(O)(C(F)(F)F)C(F)(F)F)c1-c1ccccc1 | 13 | -1 | -5% | 6%
Clc1cccc(Cl)c1CSc1nnc(CN2CCOCC2)n1-c1ccccc1 | 12 | 6 | 4% | 2%
Cc1nc(C)c(CCNC(=O)c2ccc(C(F)(F)F)cc2)s1 | -2 | -6 | 5% | .
Cc1ccc(C2=NN(CC(=O)NCc3ccco3)C(=O)CC2)cc1 | 26 | -7 | -2% | .
COCCN1C(=O)C(=O)/C(=C(/O)c2cccc(OC)c2)C1c1ccco1 (stereo not drawn) | 9 | -12 | 5% | 20%
CCCNC(=O)CCc1cc(C(C)(C)C)c(O)c(C(C)(C)C)c1 | 44 | 4 | 0% | .
C=C1CCC(O)C/C1=C\C=C1/CCCC2(C)C1CCC2C(C)CCCC(C)C (stereo not drawn) | . | 4 | -15% | -29%
Cc1nnc(SCCn2c(Br)nc3c2c(=O)n(C)c(=O)n3C)s1 | ? | -1 | 2% | -5%
COC(=O)[C@@]1(Cc2ccc(F)cc2)[C@H]2c3cc(C(=O)N(C)C)n(CC4CC4)c3C[C@H]2CN1C(=O)c1ccccc1 | . | . | -3% | 5%
COc1ccc(N(CC(=O)Nc2nccs2)S(=O)(=O)c2c(C)nn(C)c2C)cc1 | 42 | -1 | -7% | -1%
Clc1ccc(/C=N/c2c(-c3ccc(Cl)cc3)nc3n2CCS3)cc1 | 7 | 0 | -13% | -27%
O=C(c1cc(-c2ccc(Cl)cc2)n(-c2cc(Cl)ccc2Cl)n1)N1CCOCC1 | -6 | -5 | -2% | 2%
CCCNCC1COc2ccccc2O1 (stereo not drawn) | 11 | 7 | 1% | 6%
COc1ccc(OC)c(NC(=O)C23CC4CC(C2)CC(n2cnc(Br)n2)(C4)C3)c1 | 28 | 11 | 0% | 2%

Exported with values under each structure: 7 of the compounds above
Sequence of screens: PNC inhibitor | IMPase inh | ALOX12 inhib | ALOX15B inhib
COc1ccc(N(CC(=O)Nc2nccs2)S(=O)(=O)c2c(C)nn(C)c2C)cc1
 : 42 | -1 | -7% | -1%
CCCCCOC(=O)CSc1nnc(-c2ccccc2)c(=O)[nH]1
 : 3 | -6 | -3% | -1%
O=C(COc1ccc(Cl)cc1)Nc1ccc(Cc2ccncc2)cc1
 : ? | . | 0% | .
Cc1nc(C)c(CCNC(=O)c2ccc(C(F)(F)F)cc2)s1
 : -2 | -6 | 5% | .
CN(C1CCCCC1)S(=O)(=O)c1ccc(NC(=O)c2ccc(Br)o2)cc1
 : -27 | -2 | 0% | 3%
Cc1ccccc1N1C(=O)c2cc(S(N)(=O)=O)c(Cl)cc2NC1C (stereo not drawn)
 : . | 0 | -3%&1% | 5%&4%
COCCN1C(=O)C(=O)/C(=C(/O)c2cccc(OC)c2)C1c1ccco1 (stereo not drawn)
 : 9 | -12 | 5% | 20%

Further results follow:
SMILES | PNC inhibitor | IMPase inh | ALOX12 inhib | ALOX15B inhib
CCOc1nc(NCc2ccco2)nc(Nc2ccc(OC)cc2)n1 | ? | 5 | -13% | 21%
Cc1cc(NC(=O)c2c(-c3ccccc3Cl)noc2C)no1 | 47 | -1 | -3% | -1%
Cc1cc(C)nc(-n2ncc3c2CC(c2ccccc2)CC3=O)n1 (stereo not drawn) | 16 | . | 7% | .
CN(C)c1ccc(C(=O)C(O)c2ccccc2)cc1 (stereo not drawn) | 17 | 5 | 4% | .
CCCc1[nH]nc2c1C(c1ccncc1)C(C#N)=C(N)O2 (stereo not drawn) | -14 | 4 | 10% | 7%
O=C1CC(c2c[nH]c3ccccc23)C(=O)N1c1ccccc1 (stereo not drawn) | 0 | 5 | 0% | .
COc1ccccc1C(=O)Nn1cnc2ccccc2c1=O | 57 | -3 | -2% | -7%
O=C(COC(=O)CCCNC(=O)c1ccc(Cl)cc1)NC1CC1 | -24 | -8 | -4% | -10%
CC(C)NC(=O)COC(=O)c1cc(Br)ccc1Cl | -1 | 3 | 2% | .
CCN(CC)S(=O)(=O)c1cc([N+](=O)[O-])ccc1N=Nc1c(O)[nH]c2ccccc12 | 4 | . | 0% | .
